KDM5B inhibitor – blocks human KDM5B histone demethylase activity | Q9UGL1 | KDM5B demethylase, FDH-coupled NADH fluorescence (FDH is formaldehyde dehydrogenase) | Potency, µM (highest dose often 57.7 µM), inactives show at the top dose activity change, negative = inhibition, hits mostly inhibitors | 2.6% of 220,000 active | AID 1347165; active means well fitted inhibition curve with a large enough effect; inconclusive means small, poorly fitted or top-dose-only effect; inactive means no such curve, though single readings can be large or run the other way; further: 0% is about no effect; nearly all actives have a fitted effect of over 70% in size
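Measured: NADH fluorescence change, 30 min, RT. System: KDM5BΔAP 200 nM final, H3K4me3 peptide, α-KG, Fe(II), ascorbate, NAD⁺ plus FDH, pH 7.5 HEPES. Compounds: titrated, 10 min pre-incubation with enzyme.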
* = called active by the depositor; i = inactive; ? = inconclusive; [ ] = remark or other dose. Potency means the concentration at half of the fitted maximal effect. This is a subset; count on the stated rates, not on these rows.

KDM5B inhibitor,structure
?,CCc1cc(=O)oc2c(C)c(OCC(=O)NC3CC(C)(C)NC(C)(C)C3)ccc12
4.5%[115 µM],O=C(c1ccc(Cl)cc1)N1CCC2(CC1)C(=O)NCN2CCc1ccc(Cl)cc1
-3.2%,Cc1c(C(=O)OCCOc2ccccc2)[nH]c2c1C(=O)CC(c1ccc(C(C)(C)C)cc1)C2 (stereo not drawn)
13.2%,CCN(CC)S(=O)(=O)c1ccc(C(=O)C(C#N)c2nc(C)cs2)cc1 (stereo not drawn)
26.9%,CC(=O)c1cccc(S(=O)(=O)Nc2cc(C(F)(F)F)ccc2N2CCOCC2)c1
i,COc1ccccc1N1CCCc2ncc(C(=O)NCCOc3ccccc3)cc21
?,CSc1ccc(-c2ccc3c(c2)C(=O)N2CCN(C(=O)CCC(=O)O)C[C@@H]2C(=O)N3)cc1
5.0%,CCCCn1c(Br)nc2c(=O)n(C)c(=O)n(C)c21
-17.1%,COc1ccc(OC)c(CNC(=O)C2CCN(C(=O)N3CC4CC(C3)[C@H]3CCCC(=O)N3C4)CC2)c1 (stereo partly drawn)
42.9%,COCCNC(=O)CN(Cc1ccccc1)S(=O)(=O)c1ccc2nc(C)sc2c1
23.5%,N/C(Cc1ccc(Cl)c(Cl)c1)=N\OC(=O)c1ccc(Br)o1
-22.3%[86.2 µM],COc1ccccc1-c1[nH]nc2ncc(C(=O)N3CCNC(=O)C3)nc12
-0.6%,O=C(O)CNCc1cccc2ccccc12
?,O=C(c1cccn1C1CC1)N1C[C@H](CO)C[C@H](CN2CCCC2)C1
-0.5%,O=C1[C@H]2CN(Cc3cccc(F)c3)C[C@H]2C(=O)N1Cc1ccc2c(c1)OCO2
-10.5%,Cn1nc(C(=O)NC2CC(c3cc(N4CCCC4)ncn3)C2)ccc1=O (stereo not drawn)
?,CCc1ccccc1S(=O)(=O)N1CCCN(C)c2ccccc21
28.2µM*,OCC1CCCN(c2ccc(-c3nc(-c4cccc(C(F)(F)F)c4)no3)cn2)C1 (stereo not drawn)
-8.2%,Cc1ccccc1NC(=O)N1CCC(CCNC(=O)c2ccoc2)CC1
-10.5%,COc1ccc(CCC(=O)NCc2nc3cccnc3n2Cc2ccc(OC)cc2)cc1
?,COc1ccc(-c2onc(C)c2C(=O)NCc2ccccc2C)cc1
18.9%,O=C(CCc1ncc(-c2ccc(F)cc2)o1)Nc1nccs1
1.5%,CC(=O)N1CCN(C(=O)C[C@@H]2c3nc(NC(=O)C4CCC4)sc3C[C@@H]3[C@](C)(CO)[C@H](O)CC[C@]32C)CC1
-6.7%,COc1ccc(-c2c(NC(=O)c3cccs3)oc3c(C)cccc3c2=O)cc1OC
18.1%,O=C(c1cc(F)cc(F)c1)N1CC(c2nc(CCc3ccccc3)no2)C1
23.2%,O=C(O)c1ccc(Cl)cc1Cl
?,O=C(COC(=O)c1ccccc1O)NC1CCCc2ccccc21 (stereo not drawn)
-0.7%,Cc1cc(C)c2c(=O)cc(C(=O)Nc3onc4c3CC(C)CC4)oc2c1 (stereo not drawn)
-22.1%,COC(=O)C1=C(C)OC(N)=C(C#N)C1c1ccc(C)cc1C (stereo not drawn)
4.2%,COC(=O)c1sc2ccccc2c1S(=O)(=O)N1CCN(c2cc(Cl)ccc2C)CC1
-19.2%,CCCCOc1cccc(CNCCCOCC)c1
?,CN1CCc2c(sc3ncn4nc(COc5ccc6ccccc6c5)nc4c23)C1
11.6%,Clc1ccc(CSc2nc3ncccc3[nH]2)cc1Cl
-1.4%,COc1ccc(CN2CCN(C(=O)Nc3cccc(Cl)c3)CC2)c(OC)c1OC
-10.1%,O=C(Nc1cc2c(cc1C(=O)c1ccccc1Br)OCCO2)c1cccc(Cl)c1
13.3%,Cc1ccc(NC(=O)Cn2c(-c3ccc(F)cc3)nc(C)c(CCO)c2=O)cc1Cl
?,CCOc1ccccc1CNC(=O)c1cccn1-c1nnc(N2CCCCC2)s1
19.0%,CNC(=O)NC(=O)CN(C)Cc1cccc(C#N)c1
13.8%,Cn1cnc(S(=O)(=O)N2CCC3(CC2)CC(CC(=O)N2CCOCC2)CCO3)c1 (stereo not drawn)
-8.9%,COc1ccccc1CNC(=O)c1ccc(NC(=O)N2CC(C)Sc3ccccc32)cc1 (stereo not drawn)
1.5%[86.2 µM],CC(C)CCNC(=O)c1cnc2n1CCN(Cc1ccccc1F)CC2
15.9%,CCN1CCN(C(c2cccs2)C(C)NC(=S)Nc2cc(C)ccc2C)CC1 (stereo not drawn)
-6.7%,Cc1ccc(CNC(=O)COc2ccc3c(C(F)(F)F)cc(=O)oc3c2)cc1
-13.2%,CCc1ccc(CN(Cc2cn[nH]c2-c2ccc(OC)cc2)C(=O)Nc2cc(Cl)ccc2OC)cc1
21.2%,N#Cc1c(N)n[nH]c1CCCNC(=O)C1c2ccccc2Oc2ccccc21
31.6µM*,c1cc(-c2nc3ccncc3[nH]2)ccn1
33.7%,O=C(Nc1ccc(F)cc1F)c1c(C(F)(F)F)ccnc1Oc1cccc(C(F)(F)F)c1
13.8%,Cc1ccc(Cn2cccc2C2=NC(C)(C)CO2)cc1
?,Cc1cc(C(=O)N2CCC(c3nc(-c4ccccc4)no3)C2)n[nH]1 (stereo not drawn)
-8.8%,OCCCCCCNC(=S)Nc1ccc(F)cc1
-28.7%,O=C(CN1C(=O)NC(c2ccc(Cl)cc2)C2=C1COC2=O)NCCc1ccc(Cl)cc1 (stereo not drawn)
5.0%,CC(C)(C)n1nnnc1C1CC2(CCOCC2)C(=O)N1Cc1ccc(F)cc1 (stereo not drawn)
0.9%,Cc1c(-n2nnnc2SC(C)c2ccccc2)c(=O)n(-c2ccccc2)n1C (stereo not drawn)
18.9%,CCOCc1nc(C2CCCN(C(=O)c3ccc(OC)nc3)C2)no1 (stereo not drawn)
4.7%,CCCN(CCC)S(=O)(=O)c1nc2nc(C)cc(C)n2n1
15.1%,O=C(Nc1ccccc1C(=O)c1ccccc1)c1ccc(-c2ccccc2)cc1
?,Cc1ccc2nc(C(=O)N[C@H]3COC[C@H]3Cc3cc(C)no3)cn2c1
15.1%,COc1cccc(CC(=O)N2CCN(C(=O)c3nnn4c3COC(c3ccc(C)cc3)C4)CC2)c1 (stereo not drawn)
-19.7%,COc1ccc(Nc2nc(N)c(C(=O)c3ccc(C)cc3C)s2)cc1
20.9%,C=CCn1c(=O)c2c(nc(-n3nc(CC)cc3CC)n2C)n(C)c1=O

Next part:
KDM5B inhibitor,structure
7.6%,CN(CC1CCOC1)S(=O)(=O)c1cc(F)cc(F)c1 (stereo not drawn)
3.1%,Cc1ccccc1Cn1c(=O)n(CCC(=O)NCc2ccco2)c(=O)c2sccc21
-4.6%[86.2 µM],Cc1ccc(OC(=O)N2CCC(Oc3ccc4c(cnn4CCC(=O)O)c3)CC2)cc1
?,COc1cc(-c2nc(S(=O)(=O)c3ccc(Br)cc3)c(N3CCOCC3)o2)cc(OC)c1OC
8.2%,CS(=O)(=O)c1cccc(C(=O)N2CCCCC2)c1
11.8%,Cn1c(=O)c2c(nc(NCC3CCCO3)n2Cc2ccccc2)n(C)c1=O (stereo not drawn)
370.1%[activator],Cc1cccc(Nc2nc(N)nc(-c3oc4ccccc4c3C)n2)c1
-2.1%,CCc1nn(-c2ccccc2)c(Oc2ccccc2OC)c1CCC(=O)NCCOC
22.6%,O=C(COc1ccccc1)N1CCC(c2n[nH]c(=O)n2Cc2ccc(F)cc2)CC1
8.2%,CCOC(=O)c1ccsc1NC(=O)Cn1nnc(-c2ccccc2)n1
?,COc1cc(NC(=O)O[C@@H]2CC[C@]3(C)C(CC[C@@H](O)[C@H]3CC(=O)N3CCCCC3)[C@]2(C)CO)cc(OC)c1OC (stereo partly drawn)
16.7%,NC(=O)NC(=O)COC(=O)c1ccc2c(c1)OCCO2

Overlap with the part before: 2 compounds; new compounds follow.
KDM5B inhibitor,structure
?,COc1cc(NC(=O)O[C@@H]2CC[C@]3(C)C(CC[C@@H](O)[C@H]3CC(=O)N3CCCCC3)[C@]2(C)CO)cc(OC)c1OC (stereo partly drawn)
16.7%,NC(=O)NC(=O)COC(=O)c1ccc2c(c1)OCCO2
23.8%,CCC(CC)n1c(=O)n(Cc2ccc(C(=O)N(C)C)o2)c2cc(C(=O)O)cnc21
-10.3%,CC(C)c1ccc(NC(=O)C2=NNC(=O)CC2)cc1
-11.9%[115 µM],O=C(C1CCCC1)N1CC2(CCN(Cc3c[nH]c4ccccc34)CC2)Cc2ccccc21
6.8%,CN1CCN(CCOc2ccc3c(=O)c(-c4ccccc4)coc3c2)CC1
?,COc1ccc(C2c3c(n[nH]c3C)Nc3[nH]c(=O)[nH]c(=O)c32)c(OC)c1 (stereo not drawn)
-7.7%,COC(=O)Nc1ccccc1Cc1ccccc1
24.3%,CS(=O)(=O)N1CCC(CC(=O)NCc2ccccc2)C1 (stereo not drawn)
15.8%,CN(C)C1(CNC(=O)COc2ccc(C(C)(C)C)cc2)CCCCC1
0.2%,O=C(c1ccc([N+](=O)[O-])s1)N1CCc2ccccc21
-25.9%,CC(Oc1ccccc1C#N)C(=O)NC1CC1 (stereo not drawn)
14.6%,CC(NC(=O)C1CCN(C(=O)c2ncn3c2COC(c2ccc(F)cc2)C3)CC1)c1ccccc1 (stereo not drawn)
2.2%,CCS(=O)(=O)N1CCC(Oc2cccc(C(=O)NCc3ccccn3)c2)CC1
-3.3%,Cc1ccsc1CNCC(O)c1ccccc1 (stereo not drawn)
-16.7%,O=C(Cc1c[nH]c2ccccc12)NCC1(N2CCCCC2)CCCCC1
?,Cc1ccc(-n2nc(CO)c(C(=O)NCCc3ccccc3)n2)cc1
?,Cc1cc(=O)oc2cc(OC(C)C(=O)NCCc3ccc(S(N)(=O)=O)cc3)ccc12 (stereo not drawn)
2.8%,CN(C)c1ccc(CNC(=O)CCCN2C(=O)c3cccnc3Oc3ccc(Cl)cc32)cc1
-1.3%,CSc1ccccc1NC(=O)c1cc(F)cc(F)c1
7.0%,CCc1cccc(C)c1NC(=O)c1cnn(-c2ccc(OC)cc2)c1C1CCN(C(=O)OC(C)(C)C)CC1
-5.2%,Cc1ccc(C(CNC(=O)c2cccs2)N2CCCCC2)o1 (stereo not drawn)
1.6%,Cc1ccc2nc(C)c(C(=O)OCC(=O)NCC3CCCO3)cc2c1 (stereo not drawn)
-8.4%,Cn1nnc(-c2cccc(NC(=O)Cn3nc4c(cc3=O)CCCC4)c2)n1
28.8%,Nc1nnc(CC(=O)Nc2ccccc2)s1
12.8%,CC(C)CCN1CCc2nc(N3CCN(C)CC3)[nH]c(=O)c2CC1
?,Cn1cc2c(C(F)F)cc(=O)n(CCC(=O)O)c2n1
23.9%[86.2 µM],O=c1[nH]ccn1C1CCN(Cc2ccc(F)cc2)CC1
-13.0%,O=C(C1CC1)N1CCC(Cc2nc(C3CC3)n[nH]2)CC1
-26.0%,COc1ccc2cc(C(=O)NCCC(=O)Nc3ccc4c(c3)OCCO4)[nH]c2c1
19.6%,COCCn1nnnc1C1CC2(CCOCC2)C(=O)N1Cc1ccc(SC)cc1 (stereo not drawn)
5.5%,COc1ccc(CC(=O)Nc2ccc(C(=O)NC(C)(C)C)cc2)cc1
6.3%,COc1ccc(C(=O)N2CC[C@H](CO)[C@H](NC(=O)C3CC3)C2)cc1F
-8.4%,CNC(=O)[C@@H]1C[C@@H](O)CN1C1CCN(C(=O)c2ccccc2OC)CC1
2.7%,Cc1cc(NC(=O)CCNS(=O)(=O)c2ccc3c(c2)oc(=O)n3C)ccc1Br
-20.8%[86.2 µM],COC(=O)c1ccc2c(c1)nc1n2[C@@H](CNCc2cccc(OC)n2)COC1
-8.9%,CC(C1CC1)N(CC(F)(F)F)C(=O)CN(C)CC(=O)NCc1ccco1 (stereo not drawn)
-5.2%,Cc1ccc(NC(=O)c2ccc3ccccc3n2)c(Cl)c1
9.0%,CCOC(=O)C1CCN(c2nc3ccccc3nc2C(C#N)C(=O)NCc2ccccc2)CC1 (stereo not drawn)
-10.8%,Cc1cc(N2CCN(C)C3(CCNC(=O)CC3)C2)nc(N2CCCCC2)n1 (stereo not drawn)
3.3%,OC[C@@H]1CNC[C@H]1C1CCN(Cc2ccco2)CC1
?,Cc1ccccc1C(C)NC(=O)c1cc2ccccc2oc1=O (stereo not drawn)
?,Cc1ccc(-c2nn(CC(=O)NC3CCCC3)c3c2cnc2ccccc23)cc1
?,Cc1cn2nc(C(=O)N3CCC(NC(=O)CCc4ccccc4)CC3)cc2c(=O)[nH]1
6.2%,CC(O)C(=O)Nc1ccc(C(N)=O)cc1 (stereo not drawn)
14.9%,CN(CC(=O)N1c2ccccc2SCC1c1ccccc1)Cc1nc2ccccc2c(=O)[nH]1 (stereo not drawn)
-7.7%,CCCn1cnc2cc(NC(=O)c3ccco3)ccc21
21.9%,CCCOC(=O)C1=C(C)NC(=O)NC1c1cccc2ccccc12 (stereo not drawn)

Random excerpt: 3 entries already listed, in no set order.
KDM5B inhibitor,structure
?,Cc1ccc(-c2nn(CC(=O)NC3CCCC3)c3c2cnc2ccccc23)cc1
?,Cc1ccccc1C(C)NC(=O)c1cc2ccccc2oc1=O (stereo not drawn)
?,Cc1cn2nc(C(=O)N3CCC(NC(=O)CCc4ccccc4)CC3)cc2c(=O)[nH]1

Four compounds from above, arranged by the value under KDM5B inhibitor, rising.
KDM5B inhibitor,structure
-7.7%,CCCn1cnc2cc(NC(=O)c3ccco3)ccc21
3.3%,OC[C@@H]1CNC[C@H]1C1CCN(Cc2ccco2)CC1
9.0%,CCOC(=O)C1CCN(c2nc3ccccc3nc2C(C#N)C(=O)NCc2ccccc2)CC1 (stereo not drawn)
21.9%,CCCOC(=O)C1=C(C)NC(=O)NC1c1cccc2ccccc12 (stereo not drawn)
